Assay outcomes: PubChem BioAssay, The Scripps Research Institute Molecular Screening Center
AHR act: AHR activators, primary screen, cell-based, luminescence, luciferase reporter, human; activation, % at 5 µM; 320,000 tested, 2.5% active; Aryl hydrocarbon receptor (Homo sapiens), P35869; AHR-responsive luciferase reporter cells; in the data active = activation above about 47%;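 note: 0% = vehicle wells and 100% = reference agonist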
PAFAH2 FP inh: PAFAH2 enzyme inhibitors, primary screen, biochemical, fluorescence polarization, human. Platelet-activating factor acetylhydrolase 2, cytoplasmic (Homo sapiens), Q99487. recombinant PAFAH2, FP-rhodamine activity probe. inhibition, % at 3.39 µM. 340,000 tested, 0.99% active;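 active = inhibition above the mean over all tested compounds plus 3 SD, cut at about 30% in these data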;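 note: inhibitors block probe labeling of enzyme so polarization drops; 0% = enzyme with DMSO and 100% = wells lacking PAFAH2 protein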
PP1 counter: PP1-alpha phosphatase inhibitors, primary screen, counter-screen for PP5 inhibitor project, biochemical, fluorescence, OMFP substrate, single point; inhibition, % at 6.7 µM; AID 2235, 2010; purified PP1alpha; 320,000 tested, 0.9% active;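 active = inhibition above the mean inhibition of all tested compounds plus 3 SD, computed separately for each screening campaign, cut at about 15% in these data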
Target sequence (P62136 whole entry, looked up): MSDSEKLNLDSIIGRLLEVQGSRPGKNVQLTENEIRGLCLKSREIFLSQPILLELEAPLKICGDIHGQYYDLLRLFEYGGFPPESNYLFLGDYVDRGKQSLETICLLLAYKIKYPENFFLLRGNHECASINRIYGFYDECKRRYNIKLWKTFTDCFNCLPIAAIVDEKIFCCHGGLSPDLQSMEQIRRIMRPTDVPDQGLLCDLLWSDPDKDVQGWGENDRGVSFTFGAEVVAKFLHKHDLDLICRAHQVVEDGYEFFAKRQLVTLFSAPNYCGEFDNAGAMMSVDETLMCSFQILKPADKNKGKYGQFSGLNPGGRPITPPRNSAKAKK
proCasp7 act: procaspase-7 activators, primary screen, counter-screen for procaspase-3 activator project, biochemical, absorbance, HTS, human; Caspase-7 (Homo sapiens), P55210; recombinant procaspase-7, Ac-DEVD-pNA absorbance 405 nm; D23A/D198A/D206A triple mutant, cannot self-cleave; scale: DMSO 0, 5 µM enzyme 100; activation, % at 8.5 µM; 330,000 tested, 0.093% active; AID 463210, 2010;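 active = percent activation above the screen-wide mean plus 3 SD, cut at about 25% in these data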
Target sequence (P55210 whole entry D23A/D198A/D206A): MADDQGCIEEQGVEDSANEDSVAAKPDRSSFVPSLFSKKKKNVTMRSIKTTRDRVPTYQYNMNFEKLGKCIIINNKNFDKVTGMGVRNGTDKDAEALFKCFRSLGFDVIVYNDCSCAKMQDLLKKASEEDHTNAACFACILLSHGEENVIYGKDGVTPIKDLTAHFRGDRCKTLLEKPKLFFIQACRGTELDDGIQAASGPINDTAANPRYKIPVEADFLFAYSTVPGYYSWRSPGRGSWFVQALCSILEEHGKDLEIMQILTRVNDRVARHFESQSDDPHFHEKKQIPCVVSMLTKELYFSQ
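Material: Procaspase-7 triple mutant (PC-7 D3A) | Quantity: 2 µM procaspase-7 mutant as dispensed | Reagent: DEVD-pNA substrate | Times: 1 h preincubation, 2 h reaction | Technique: 405 nm absorbance of p-nitroaniline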
TPT1 inhibitor: Candida albicans TPT1 enzyme inhibitors, primary screen, biochemical, fluorescence polarization. recombinant caTPT1, FP RNA substrate dephosphorylation. inhibition, % at 5 µM. 300,000 tested, 0.81% active. AID 1962, 2009;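 active = inhibition above the mean of all tested compounds plus 3 SD, set per screening campaign, cut at about 24% in these data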;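 note: plate controls were DMSO alone for no effect and ferristatin control at 100 nM for full effect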
PP5 primary: PP5 phosphatase inhibitors, primary screen, biochemical, fluorescence. Serine/threonine-protein phosphatase 5 (Homo sapiens), P53041. purified PP5c, OMFP substrate fluorescence. inhibition, % at 6.7 µM. 320,000 tested, 0.18% active. AID 1987, 2009;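 active = inhibition above the campaign's mean inhibition across all tested compounds plus 3 SD, cut at about 9.5% in these data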;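 note: 0% = DMSO only and 100% = 100 µM cantharidin control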
Fh CTSL1 inh: Fasciola hepatica cathepsin L1 inhibitors, primary screen, counter-screen for PFM18AAP inhibitor project, biochemical, QFRET, fluorogenic peptide substrate | recombinant F. hepatica cathepsin L1, Z-Leu-Arg-MCA fluorescence | inhibition, % at 5.96 µM | 300,000 tested, 0.49% active | AID 1906, 2009;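 active = inhibition above the mean of all tested compounds plus 3 SD, set per screening campaign, cut at about 17% in these data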;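 note: 0% = plate median of test compound wells and 100% = 1 µM Z-Phe-Ala-diazomethylketone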
procasp3 activ: activators of human procaspase-3 D3A mutant, primary screen, biochemical, absorbance, PC-3 D3A mutant, single concentration; Caspase-3 (Homo sapiens), P42574; recombinant procaspase-3 D3A, Ac-DEVD-pNA absorbance 405 nm; activation, % at 8.5 µM; 330,000 tested, 0.11% active; AID 463141, 2010;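 active = activation above the mean of all tested compounds plus 3 SD, cut at about 21% in these data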;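 note: 0% = DMSO alone and 100% = DMSO wells spiked with extra 5 µM PC-3 D3A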
Target sequence (P42574 whole entry D9A/D28A/D175A): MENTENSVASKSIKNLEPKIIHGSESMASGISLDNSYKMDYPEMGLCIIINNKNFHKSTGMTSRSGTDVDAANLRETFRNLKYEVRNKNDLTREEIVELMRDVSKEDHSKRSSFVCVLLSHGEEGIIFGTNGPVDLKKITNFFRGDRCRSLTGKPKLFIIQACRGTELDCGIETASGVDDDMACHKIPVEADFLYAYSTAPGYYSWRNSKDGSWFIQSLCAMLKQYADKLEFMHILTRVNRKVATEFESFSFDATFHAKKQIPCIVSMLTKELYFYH
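System: Procaspase-3 D3A mutant. Medium: Zinc-free 300 mM NaCl, 50 mM HEPES, 0.01% Triton X-100. Schedule: 1 h preincubation plus 2 h reaction at 25 °C. Measured by: 405 nm absorbance of p-nitroaniline, reads at 0 and 120 min. Read-out: percent activation relative to control range.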
HCV core dimer: inhibitors of HCV core protein dimerization, primary screen, biochemical, TR-FRET, high-throughput. 300,000 tested, 0.33% active. TR-FRET GST/Flag-core106 dimerization, 1536-well. inhibition, % at 5 µM;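 active = inhibition above the mean of all tested compounds plus 3 SD, set per screening campaign, cut at about 45% in these data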
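Material: Tagged HCV core106 pair (GST and Flag) | Amount: GST-core106 13.5 nM, Flag-core106 17 nM | Medium: KF-containing HEPES buffer, pH 7.45, DTT, CHAPS, BSA | Reagent: Eu donor and XL665 acceptor anti-tag antibodies | Schedule: 4 h at 22.5 °C | Technique: Time-resolved FRET, ex 340 nm, em 617 and 671 nm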
Starred values were filed as active, the others as inactive.

COc1ccc(C(CCN(Cc2ccc(OC)c(OC)c2)C(C)=O)c2ccccc2)cc1 (configuration not stated) was read as AHR act 2, PAFAH2 FP inh 12, PP1 counter 2, proCasp7 act 11, TPT1 inhibitor -2, PP5 primary -0.5, Fh CTSL1 inh 2, procasp3 activ 4 and HCV core dimer 3.
For COc1ccc(C(C(=O)NC2CCCC2)N(C(=O)c2snc(-c3ccc(F)cc3)c2N)c2cccc(F)c2)cc1 (configuration not stated) the results were AHR act -1, PAFAH2 FP inh -7, PP1 counter -6, proCasp7 act 7, TPT1 inhibitor 2, PP5 primary 3.5, Fh CTSL1 inh 1, procasp3 activ -7 and HCV core dimer 27.
`Cc1ccc(S(=O)(=O)N2CCN=C2SC(C)c2ccccc2)cc1` (configuration not stated) gave AHR act 1, PAFAH2 FP inh 8, PP1 counter -1, proCasp7 act 0, TPT1 inhibitor 3, PP5 primary 3.4, Fh CTSL1 inh 0, procasp3 activ 0 and HCV core dimer 3.
`N#Cc1nc(COc2cccc(Cl)c2)oc1NCc1ccncc1` gave AHR act 26, PAFAH2 FP inh 7, PP1 counter -1, proCasp7 act 3, TPT1 inhibitor -1, PP5 primary 1.8, Fh CTSL1 inh 1, procasp3 activ 5 and HCV core dimer -5.
`O=C1CC(C(=O)Nc2ccc(Cl)cc2)S/C(=N\N=C\c2ccco2)N1` (configuration not stated) gave AHR act 3, PAFAH2 FP inh 0, PP1 counter 8, proCasp7 act 3, TPT1 inhibitor -1, PP5 primary 2.9, Fh CTSL1 inh 4, procasp3 activ -2 and HCV core dimer 4.
COc1cccc(NC(=S)NNC(=O)c2ccccc2OC(F)F)c1 was read as AHR act 3, PAFAH2 FP inh 8, PP1 counter -1, proCasp7 act 3, TPT1 inhibitor -6, PP5 primary 1.4, Fh CTSL1 inh 3, procasp3 activ 1 and HCV core dimer -5.
`N#CC1(NC(=O)CN2CCc3ccccc3C2)CCCC1` gave AHR act 6, PAFAH2 FP inh 1, PP1 counter -3, proCasp7 act 0, TPT1 inhibitor -3, PP5 primary -2.2, Fh CTSL1 inh 3, procasp3 activ 1 and HCV core dimer 0.
`COc1ccccc1N1CCN(/N=C/c2cccc(O)c2)CC1` gave AHR act 1, PAFAH2 FP inh 0, PP1 counter -4, proCasp7 act -1, TPT1 inhibitor -3, PP5 primary 3.2, Fh CTSL1 inh -3, procasp3 activ -1 and HCV core dimer -13.
`CCNC(=S)N1CCC(n2cnc3ccccc32)CC1` gave AHR act -1, PAFAH2 FP inh 2, PP1 counter 0, proCasp7 act -2, TPT1 inhibitor 1, PP5 primary 1.3, Fh CTSL1 inh -4, procasp3 activ -2 and HCV core dimer -4.
CCCc1ccc(OCC(O)CN2CCN(c3ccccn3)CC2)cc1 (configuration not stated) was read as AHR act -3, PAFAH2 FP inh 10, PP1 counter 1, proCasp7 act 11, TPT1 inhibitor 2, PP5 primary 0.7, Fh CTSL1 inh 1, procasp3 activ 4 and HCV core dimer -3.
Screening COc1ccc(CCn2c(=S)[nH]c3cc(C(=O)NCc4ccco4)ccc3c2=O)cc1OC returned AHR act 12, PAFAH2 FP inh -7, PP1 counter 1, proCasp7 act -6, TPT1 inhibitor -2, PP5 primary 2.0, Fh CTSL1 inh 4, procasp3 activ -4 and HCV core dimer 10.
`Fc1ccc(COc2ccc3ccccc3c2CNc2nn[nH]n2)cc1` gave AHR act 10, PAFAH2 FP inh 0, PP1 counter -2, proCasp7 act 4, TPT1 inhibitor -2, PP5 primary -1.0, Fh CTSL1 inh 0, procasp3 activ 1 and HCV core dimer 7.
For CCC(=O)Nc1nnc(SCC(=O)NC2CCCC2)s1 the results were AHR act -1, PAFAH2 FP inh 5, PP1 counter 5, proCasp7 act 5, TPT1 inhibitor -1, PP5 primary 2.9, Fh CTSL1 inh -2, procasp3 activ -2 and HCV core dimer -2.
Screening CC(C)COc1ccc(/C=C2/Sc3ccccc3C2=O)cc1 returned AHR act 8, PAFAH2 FP inh -14, PP1 counter -1, proCasp7 act -10, TPT1 inhibitor 22, PP5 primary 0.3, Fh CTSL1 inh 3, procasp3 activ -2 and HCV core dimer 11.
`CC(C)CCN1C(=O)c2ccc(C(=O)OCC(=O)N(C)C3CCS(=O)(=O)C3)cc2C1=O` (configuration not stated) gave AHR act -1, PAFAH2 FP inh 8, PP1 counter -5, proCasp7 act 12, TPT1 inhibitor -1, PP5 primary 1.1, Fh CTSL1 inh 1, procasp3 activ -2 and HCV core dimer -1.

The closing three records of the part above open the next one.
For CCC(=O)Nc1nnc(SCC(=O)NC2CCCC2)s1 the results were AHR act -1, PAFAH2 FP inh 5, PP1 counter 5, proCasp7 act 5, TPT1 inhibitor -1, PP5 primary 2.9, Fh CTSL1 inh -2, procasp3 activ -2 and HCV core dimer -2.
Screening CC(C)COc1ccc(/C=C2/Sc3ccccc3C2=O)cc1 returned AHR act 8, PAFAH2 FP inh -14, PP1 counter -1, proCasp7 act -10, TPT1 inhibitor 22, PP5 primary 0.3, Fh CTSL1 inh 3, procasp3 activ -2 and HCV core dimer 11.
`CC(C)CCN1C(=O)c2ccc(C(=O)OCC(=O)N(C)C3CCS(=O)(=O)C3)cc2C1=O` (configuration not stated) gave AHR act -1, PAFAH2 FP inh 8, PP1 counter -5, proCasp7 act 12, TPT1 inhibitor -1, PP5 primary 1.1, Fh CTSL1 inh 1, procasp3 activ -2 and HCV core dimer -1.
For CCOC(=O)c1c(C)[nH]c(C(C)=NNC(=O)Cn2nc(C)cc2C)c1C the results were AHR act 1, PAFAH2 FP inh 7, proCasp7 act -12 and procasp3 activ 1.
`O=C(Nc1ccc(CN2CCOCC2)cc1)c1cccc(-c2cc3ccccc3oc2=O)c1` gave AHR act 4, PAFAH2 FP inh -8, PP1 counter 1, proCasp7 act 0, TPT1 inhibitor -1, PP5 primary 1.0, Fh CTSL1 inh 5, procasp3 activ 1 and HCV core dimer 3.
`COc1ccc(NS(=O)(=O)c2ccc(C)c(C(=O)NC3CCN(Cc4ccccc4)CC3)c2)cc1` gave AHR act 3, PAFAH2 FP inh 4, PP1 counter -1, proCasp7 act 4, TPT1 inhibitor -1, PP5 primary 2.2, Fh CTSL1 inh 0, procasp3 activ 4 and HCV core dimer 3.
`CCCNC(=O)C(Cc1ccccc1C)NC(=O)c1ccc(C(F)(F)F)cc1` (configuration not stated) gave AHR act -1, PAFAH2 FP inh -11, PP1 counter -1, proCasp7 act 12, PP5 primary -1.3 and procasp3 activ 0.
`Cc1ccccc1OCC(=O)NCCS(=O)(=O)N1CCN(c2ccc(F)cc2)CC1` gave AHR act 9, PAFAH2 FP inh 3, PP1 counter -3, proCasp7 act 1, TPT1 inhibitor -1, PP5 primary -2.0, Fh CTSL1 inh 3, procasp3 activ 1 and HCV core dimer -2.
For COc1ccc(C2=NN(C(=O)CSc3ncccn3)C(c3ccc(C)cc3)C2)cc1 (configuration not stated) the results were AHR act 2, PAFAH2 FP inh 5, PP1 counter 5, proCasp7 act -6, TPT1 inhibitor 3, PP5 primary 3.8, Fh CTSL1 inh 3, procasp3 activ -4 and HCV core dimer 12.
For CCCNc1nc(C)c(C(C)=O)cc1C#N the results were AHR act -3, PAFAH2 FP inh 1, PP1 counter -1, proCasp7 act 8, TPT1 inhibitor 3, PP5 primary 0.0, Fh CTSL1 inh 4, procasp3 activ 5 and HCV core dimer -4.
Screening O=C(COC(=O)c1nc(Cl)ccc1Cl)NC1CCCCC1 returned AHR act 3, PAFAH2 FP inh 6, PP1 counter -2, proCasp7 act 9, PP5 primary -0.1 and procasp3 activ 1.
S=C(NCCC1=CCCCC1)Nc1ccc(Cl)cc1 was read as AHR act 6, PAFAH2 FP inh -1, PP1 counter -1, proCasp7 act -10, TPT1 inhibitor -3, PP5 primary 0.6, Fh CTSL1 inh -1, procasp3 activ -3 and HCV core dimer -9.
Cn1nnnc1SCC(=O)Nc1ccccc1C(=O)NC1CC1 was read as AHR act -1, PAFAH2 FP inh 2, PP1 counter 1, proCasp7 act 6, TPT1 inhibitor -6, PP5 primary 1.2, Fh CTSL1 inh 0, procasp3 activ 3 and HCV core dimer -1.
For COc1ccc(/C=C/C(=O)Nc2cccnc2)cc1OC the results were AHR act 28, PAFAH2 FP inh -12, PP1 counter -4, proCasp7 act 0, TPT1 inhibitor -1, PP5 primary -0.8, Fh CTSL1 inh 2, procasp3 activ -3 and HCV core dimer -1.
Screening CC1(C)CC(=O)c2c(O)cc(OCc3ccc([N+](=O)[O-])cc3)cc2O1 returned AHR act 3, PAFAH2 FP inh -6, PP1 counter -6, proCasp7 act -4, TPT1 inhibitor 3, PP5 primary 2.5, Fh CTSL1 inh 0, procasp3 activ -4 and HCV core dimer -2.
`CCn1c(=O)n(CC)c2cc(N3CCCC3)c(NC(=O)c3ccccc3F)cc21` gave AHR act 4, PAFAH2 FP inh 8, PP1 counter -7, proCasp7 act 5, TPT1 inhibitor -4, PP5 primary 1.5, Fh CTSL1 inh 0, procasp3 activ 5 and HCV core dimer 0.
Cc1ccc2nc3c(cc2c1)c(NC(=O)c1cccnc1)nn3C was read as AHR act 107*, PAFAH2 FP inh -2, PP1 counter 3, proCasp7 act -6, TPT1 inhibitor -5, PP5 primary 1.5, Fh CTSL1 inh -2, procasp3 activ -5 and HCV core dimer -29.
COc1cc(-c2nc3c(c(C)nn3-c3ccccc3)c3cc(OC)c(OC)cc23)ccc1O was read as AHR act 4, PAFAH2 FP inh 0, PP1 counter -2, proCasp7 act 10, TPT1 inhibitor -2, PP5 primary 6.0, Fh CTSL1 inh -2, procasp3 activ 4 and HCV core dimer 16.
COc1cc(NS(=O)(=O)c2ccc(NC(=O)/C=C/c3cccc([N+](=O)[O-])c3)cc2)ncn1 was read as AHR act 104*, PAFAH2 FP inh -12, PP1 counter 0, proCasp7 act -3, TPT1 inhibitor -10, PP5 primary 2.0, Fh CTSL1 inh 0, procasp3 activ -5 and HCV core dimer 6.
Screening CC(=O)Cn1ncc(N2CCOCC2)cc1=O returned AHR act -2, PAFAH2 FP inh -1, PP1 counter -3, proCasp7 act -4, TPT1 inhibitor -1, PP5 primary 1.1, Fh CTSL1 inh 3, procasp3 activ 1 and HCV core dimer -6.
